FXN GAA850 act: activators of GAA850 frataxin (FXN) promoter | HEK293 lucGAA850 FXN promoter luciferase reporter, 24 h; percent of 10 µM SAHA response | activation, % at 6 µM | hit rate 0.56% among 360,000 | AID 540364;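 active = activation above the average of all compounds screened plus 3 SD, cutoff fixed separately per campaign, cut at about 7.5% in these data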;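 note: 0% = DMSO wells and 100% = 10 µM SAHA wells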
NR0B1 inh: NR0B1 (DAX1) inhibition; P51843; HEK293 Gal4-DAX1 luciferase reporter, luminescence; inhibition, % at 6.75 µM; hit rate 0.99% among 340,000; AID 504766;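 active = inhibition above the mean over all tested compounds plus 3 SD, cut at about 4.2% in these data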;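 note: 0% = DAX1-transfected cells with DMSO and 100% = empty-vector control cells with DMSO; inhibition shows as a rise in luminescence from relieved DAX1 repression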
NR1D1 modulator: modulates human Rev-erb alpha binding to DNA; P20393; Rev-erbα–FITC-DNA binding, fluorescence polarization, 90 min; activity, % at 10 µM; hit rate 0.79% among 370,000; AID 1259318;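 active = activity above about 14%, limit read from the data; passing the limit was not always enough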;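 note: 0% = DMSO wells with 35 nM protein and 100% = DMSO wells with 750 nM protein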
Target sequence (P20393 whole entry, looked up): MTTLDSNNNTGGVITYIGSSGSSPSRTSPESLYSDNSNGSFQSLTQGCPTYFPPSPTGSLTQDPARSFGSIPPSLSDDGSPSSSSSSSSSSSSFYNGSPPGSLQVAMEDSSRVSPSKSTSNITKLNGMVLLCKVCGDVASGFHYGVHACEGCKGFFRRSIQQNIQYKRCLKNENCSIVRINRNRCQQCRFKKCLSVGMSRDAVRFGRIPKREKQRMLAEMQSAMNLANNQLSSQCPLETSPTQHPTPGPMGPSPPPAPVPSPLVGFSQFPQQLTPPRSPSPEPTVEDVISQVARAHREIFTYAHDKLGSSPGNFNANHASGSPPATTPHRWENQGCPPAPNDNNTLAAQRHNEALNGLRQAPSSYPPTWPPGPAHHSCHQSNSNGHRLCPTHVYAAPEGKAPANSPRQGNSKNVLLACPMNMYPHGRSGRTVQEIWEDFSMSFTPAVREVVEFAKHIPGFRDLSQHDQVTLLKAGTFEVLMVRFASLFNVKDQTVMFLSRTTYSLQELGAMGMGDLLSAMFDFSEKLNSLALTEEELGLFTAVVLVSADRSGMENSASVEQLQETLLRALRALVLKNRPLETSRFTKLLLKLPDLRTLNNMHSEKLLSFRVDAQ
The depositor's hits bear a star; x = not tested or not shown. Only part of the results is shown, so the mix of outcomes need not match the whole.

Start of the data: the first 13 records, to show the layout:
1: CC(=O)O[C@@H]1/C=C/[C@](C)(O)C[C@@H](C)C/C=C/[C@H]2[C@H](O)[C@@](C)(O)[C@@H](C)[C@H]3[C@H](Cc4ccccc4)NC(=O)[C@@]312
2: CNCC(=O)c1ccccc1
3: CCOP(=O)(OCC)C(O)c1ccc(Br)cc1 (stereo not given)
4: COC(=O)C1=C(c2ccc(C(C)=O)cc2)C[C@@H]2CC[C@H]1N2C(=O)N1CCCCC1
5: Cc1cc(O)c2c(c1)C(=O)C13C(=C2O)C(=O)[C@H]2[C@@H](O)[C@@H]1[C@H]1[C@H](O)[C@@H]3C(=O)C3=C(O)c4c(O)cc(C)cc4C(=O)C312 (stereo not given in full)
6: COc1ccc(N2C(=O)NC(=O)/C(=C\c3cn(C)c4ccccc34)C2=O)cc1
7: CN1C(=O)C(Cc2cccc3ccccc23)C(=O)N(C)C1=O
8: CC1=CC2OC3CC4OC(=O)C=CC=CC(=O)OCCC(C)C(O)C(=O)OCC2(CC1O)C4(C)C31CO1 (stereo not given)
screen / no.	1	2	3	4	5	6	7	8
NR0B1 inh	x	x	-0.7	-0.4	1.1	1.3	0.5	-6.7
FXN GAA850 act	0.0	-2.3	-0.4	-0.7	-4.5	2.5	-0.1	-15
NR1D1 modulator	x	x	x	x	x	x	x	x

9: NC(N)=Nc1ccc2[nH]c3c(c2c1)C[C@@]1(O)[C@H]2Cc4ccc(O)c5c4[C@@]1(CCN2CC1CC1)[C@H]3O5
10: CN1C(=O)NC(=O)/C(=C\c2ccc([N+](=O)[O-])o2)C1=O
11: COC(=O)C1=C(c2ccc(Cl)c(C(F)(F)F)c2)C[C@@H]2CC[C@H]1N2C(=O)NCCOc1ccccc1Cl
12: COC(=O)C1=C(c2ccc(F)cc2OCc2ccccc2)C[C@@H]2CC[C@H]1N2C(=O)N1CCC(O)CC1
13: COc1cccc(OP(=O)(Nc2ccccc2)Oc2cccc(OC)c2)c1
screen / no.	9	10	11	12	13
NR0B1 inh	-0.6	-0.6	0.4	0.3	-1.1
FXN GAA850 act	11*	1.8	1.1	-1.4	-0.2
NR1D1 modulator	x	x	x	x	x

The list itself, from the first entry:
1: CC(=O)O[C@@H]1/C=C/[C@](C)(O)C[C@@H](C)C/C=C/[C@H]2[C@H](O)[C@@](C)(O)[C@@H](C)[C@H]3[C@H](Cc4ccccc4)NC(=O)[C@@]312
2: CNCC(=O)c1ccccc1
3: CCOP(=O)(OCC)C(O)c1ccc(Br)cc1 (stereo not given)
4: COC(=O)C1=C(c2ccc(C(C)=O)cc2)C[C@@H]2CC[C@H]1N2C(=O)N1CCCCC1
5: Cc1cc(O)c2c(c1)C(=O)C13C(=C2O)C(=O)[C@H]2[C@@H](O)[C@@H]1[C@H]1[C@H](O)[C@@H]3C(=O)C3=C(O)c4c(O)cc(C)cc4C(=O)C312 (stereo not given in full)
6: COc1ccc(N2C(=O)NC(=O)/C(=C\c3cn(C)c4ccccc34)C2=O)cc1
screen / no.	1	2	3	4	5	6
NR0B1 inh	x	x	-0.7	-0.4	1.1	1.3
FXN GAA850 act	0.0	-2.3	-0.4	-0.7	-4.5	2.5
NR1D1 modulator	x	x	x	x	x	x

7: CN1C(=O)C(Cc2cccc3ccccc23)C(=O)N(C)C1=O
8: CC1=CC2OC3CC4OC(=O)C=CC=CC(=O)OCCC(C)C(O)C(=O)OCC2(CC1O)C4(C)C31CO1 (stereo not given)
9: NC(N)=Nc1ccc2[nH]c3c(c2c1)C[C@@]1(O)[C@H]2Cc4ccc(O)c5c4[C@@]1(CCN2CC1CC1)[C@H]3O5
10: CN1C(=O)NC(=O)/C(=C\c2ccc([N+](=O)[O-])o2)C1=O
11: COC(=O)C1=C(c2ccc(Cl)c(C(F)(F)F)c2)C[C@@H]2CC[C@H]1N2C(=O)NCCOc1ccccc1Cl
12: COC(=O)C1=C(c2ccc(F)cc2OCc2ccccc2)C[C@@H]2CC[C@H]1N2C(=O)N1CCC(O)CC1
screen / no.	7	8	9	10	11	12
NR0B1 inh	0.5	-6.7	-0.6	-0.6	0.4	0.3
FXN GAA850 act	-0.1	-15	11*	1.8	1.1	-1.4
NR1D1 modulator	x	x	x	x	x	x

13: COc1cccc(OP(=O)(Nc2ccccc2)Oc2cccc(OC)c2)c1
14: Oc1cc(O)cc(/C=C/c2ccc(O)cc2O)c1
15: COC(=O)C1=C(c2ccc3ccccc3c2)C[C@@H]2CC[C@H]1N2C(=O)N1CCCC1
16: C[C@]12CCC3C(CC[C@H]4C[C@@H](O)CC[C@]34C)C1CCC2=O (stereo not given in full)
17: COC(=O)C1=C(c2ccc(F)cc2F)C[C@@H]2CC[C@H]1N2C(=O)NC(C)C
18: CCOc1cc(C=C2C(=O)NC(=O)NC2=O)ccc1OS(=O)(=O)c1ccccc1
screen / no.	13	14	15	16	17	18
NR0B1 inh	-1.1	1.6	-3.0	1.1	-0.1	0.5
FXN GAA850 act	-0.2	0.6	-2.0	2.2	0.8	2.8
NR1D1 modulator	x	x	x	x	x	x

19: COc1ccc(/C=C2/C(=O)NC(=O)N(c3ccccc3)C2=O)cc1CN1C(=O)c2ccccc2C1=O
20: CCCNC(=O)N1[C@H]2CC[C@@H]1C(C(=O)OC)=C(c1ccc(F)cc1OCc1ccccc1)C2
21: COc1ccc(C2NCc3ccc4c(c3-n3cccc32)OCO4)cc1OC (stereo not given)
22: CC(Cc1ccccc1Sc1ccc(O)cc1)N(C)C (stereo not given)
23: COC(=O)C1=C(c2ccc(OCc3ccccc3)cc2)C[C@@H]2CC[C@H]1N2C(=O)NC1CCN(Cc2ccccc2)CC1
24: O=C1NC(=O)N(c2ccccc2)C(=O)/C1=C/c1ccc(Sc2ccccc2)o1
screen / no.	19	20	21	22	23	24
NR0B1 inh	0.4	0.5	-0.1	0.6	-1.7	-0.3
FXN GAA850 act	-0.3	-3.5	-2.5	-4.9	-2.4	-1.5
NR1D1 modulator	x	x	x	x	x	x

25: CCCC(C)C1(CC)C(=O)NC(=O)NC1=O (stereo not given)
26: C=C[C@H]1CN2CC[C@H]1C[C@@H]2[C@H](O)c1ccnc2ccccc12
27: CN[C@@H](C)[C@H](O)c1ccccc1
28: CC(C)(N)Cc1ccccc1
29: c1ccc2c(c1)sc1ccccc12
30: COC1C(O)CC(OC2CC(Oc3cc4cc5c(c(O)c4c(O)c3C)C(=O)[C@@H](OC3CC(OC4CC(OC6CC(C)(O)C(OC(C)=O)C(C)O6)C(O)C(C)O4)C(O)C(C)O3)[C@H]([C@H](OC)C(=O)C(O)[C@H](C)O)C5)OC(C)C2OC(C)=O)OC1C (stereo not given in full)
screen / no.	25	26	27	28	29	30
NR0B1 inh	x	x	x	x	x	x
FXN GAA850 act	x	x	x	x	x	x
NR1D1 modulator	-8	7	5	1	1	-4

31: COc1ccc2c(c1)[C@]13CCCC[C@H]1[C@H](C2)N(C)CC3
32: CC(=O)O[C@H]1C[C@H](O[C@H]2[C@@H](O)C[C@H](O[C@H]3[C@@H](O)C[C@H](O[C@H]4CC[C@@]5(C)C(CCC6C5C[C@@H](O)[C@]5(C)[C@@H](C7=CC(=O)OC7)CC[C@]65O)C4)O[C@@H]3C)O[C@@H]2C)O[C@H](C)[C@H]1O[C@@H]1O[C@H](CO)[C@@H](O)[C@H](O)[C@H]1O (stereo not given in full)
33: CC(=O)OCC1=C(C(=O)O)N2C(=O)[C@@H](NC(=O)CCCC(N)C(=O)O)C2SC1 (stereo not given in full)
34: CCC(C)C(=O)O[C@H]1[C@H](O)C2C(CN3CC(C)CCC3[C@@]2(C)O)C2C[C@]34O[C@]5(O)C(OC(=O)C(C)(O)CC)CC[C@@]3(C)C5[C@H](OC(C)=O)[C@@H](OC(C)=O)C4[C@@]21O (stereo not given in full)
35: CC(=O)[O][Hg][c]1ccccc1
36: CCCCNCC(O)c1ccc(O)cc1 (stereo not given)
screen / no.	31	32	33	34	35	36
NR0B1 inh	x	x	x	x	x	x
FXN GAA850 act	x	x	x	x	x	x
NR1D1 modulator	3	0	8	-5	-4	2

37: CC(CC(C(N)=O)(c1ccccc1)c1ccccc1)N(C)C (stereo not given)
38: CCC(=O)O[C@H]1CCC2C3CCC4=CC(=O)CC[C@]4(C)C3CC[C@@]21C (stereo not given in full)
39: O=c1c2ccccc2nc(-c2ccoc2)n1-c1ccccc1
40: CN(C)c1nc(OCCNC(=O)COc2ccc(Cl)cc2Cl)nc(N2CCCCC2)n1
41: O=C(c1ccc2c(=O)n(Cc3ccc4c(c3)OCO4)c(=S)[nH]c2c1)N1CCC2(CC1)OCCO2
42: O=P(Nc1ccccc1)(Nc1ccccc1)Oc1ccc(Cl)cc1
43: CCOC(=O)C(O)(c1ccc(N(CC)C(=O)COc2ccccc2)cc1)C(F)(F)F (stereo not given)
screen / no.	37	38	39	40	41	42	43
NR0B1 inh	x	x	-0.8	0.5	-0.2	-0.3	-1.3
FXN GAA850 act	x	x	1.5	1.8	-0.7	2.2	-1.0
NR1D1 modulator	0	1	0	4	6	5	1

Assay outcomes from PubChem BioAssay.
